BioA inh: inhibitors of Mycobacterium tuberculosis BioA enzyme. 360,000 compounds, 0.096% hits. purified M. tuberculosis BioA enzyme, plate reader. AID 602481. inhibition, % at 9.99 µM; in the data active means inhibition above about 40%; inconclusive means no clear call, values can overlap the other calls
Rv3671c inh: Rv3671c (M. tuberculosis) protease inhibition | inhibition, % at 5.96 µM | P9WHR9 | 320,000 compounds, 0.048% hits | AID 2606; in the data active means inhibition above about 38%;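 further: extracellular domain of Rv3671c used as enzyme; 0% = enzyme with DMSO and 100% = no enzyme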
Target sequence (P9WHR9 whole entry, looked up, the tested form may be a part): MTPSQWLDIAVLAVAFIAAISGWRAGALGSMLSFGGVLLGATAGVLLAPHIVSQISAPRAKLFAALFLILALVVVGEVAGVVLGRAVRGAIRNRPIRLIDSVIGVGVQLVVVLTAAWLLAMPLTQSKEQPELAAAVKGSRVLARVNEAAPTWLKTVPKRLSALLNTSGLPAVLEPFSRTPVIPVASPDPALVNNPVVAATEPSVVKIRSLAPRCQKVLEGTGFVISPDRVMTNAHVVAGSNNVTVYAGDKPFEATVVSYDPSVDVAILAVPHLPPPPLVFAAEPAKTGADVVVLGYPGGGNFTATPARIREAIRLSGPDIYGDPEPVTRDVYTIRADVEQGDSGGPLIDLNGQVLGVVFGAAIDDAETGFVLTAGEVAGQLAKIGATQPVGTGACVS
GDH-TPI counter: GDH-TPI coupled enzyme inhibition counter-screen. GDH-TPI coupled enzyme counterscreen, NADH absorbance. inhibition, % at 4.8 µM. 360,000 compounds, 1.2% hits; in the data active means inhibition above about 30%;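 further: 0% = DMSO wells and 100% = wells lacking the enzyme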
FadD28 FP inh: inhibitors of Mycobacterium tuberculosis FadD28 bisubstrate binding. FadD28 bisubstrate probe binding, fluorescence polarization. inhibition, % at 12.5 µM. 360,000 compounds, 0.22% hits; in the data active means inhibition above about 8.5%, passing the limit was not always enough; inconclusive means no clear call, values can overlap the other calls
BoNT-F LC inh: BoNT F light chain protease inhibition. 360,000 compounds, 0.22% hits. inhibition, % at 10 µM. Multiplex microsphere protease cleavage assay, flow cytometry; in the data active means inhibition above about 35%, passing the limit was not always enough; inconclusive means no clear call, values can overlap the other calls; further: plate controls were buffer without enzyme for full effect and enzyme alone for no effect
Mtb FBA inh: inhibits M. tuberculosis FBA enzyme | inhibition, % at 1 µM | AID 588726 | 360,000 compounds, 2.3% hits | purified M. tuberculosis FBA, fluorescence read-out; in the data active means inhibition above about 27%;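 further: 0% = vehicle and 100% = reference inhibitor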
MazF activator: activators of E. coli MazEF toxin-antitoxin RNase | AID 504720 | 350,000 compounds, 0.32% hits | P0AE70 | FAM/BHQ RNA-DNA oligo cleavage fluorescence, 5 h | activation, % at 20 µM; in the data active means activation above about 50%
Target sequence (P0AE70 whole entry, looked up): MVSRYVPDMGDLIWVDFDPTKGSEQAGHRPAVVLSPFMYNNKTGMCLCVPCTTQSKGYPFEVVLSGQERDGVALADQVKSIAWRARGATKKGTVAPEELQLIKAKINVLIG
PrPC surface inh: reduces human prion protein on the cell surface | cell surface PrPC, TR-FRET read-out | inhibition, % at 13.8 µM | 370,000 compounds, 0.43% hits | AID 720596; in the data active means inhibition above about 24%; further: 0% = median of the test wells and 100% = reference compound wells
Mtb UGM inh: inhibitors of M. tuberculosis UDP-galactopyranose mutase; inhibition, % at 10 µM; AID 504406; P9WIQ1; 320,000 compounds, 0.06% hits; purified UGM, fluorescence polarization probe displacement; in the data active means inhibition above about 10%, passing the limit was not always enough; inconclusive means no clear call, values can overlap the other calls
Target sequence (P9WIQ1 whole entry, looked up): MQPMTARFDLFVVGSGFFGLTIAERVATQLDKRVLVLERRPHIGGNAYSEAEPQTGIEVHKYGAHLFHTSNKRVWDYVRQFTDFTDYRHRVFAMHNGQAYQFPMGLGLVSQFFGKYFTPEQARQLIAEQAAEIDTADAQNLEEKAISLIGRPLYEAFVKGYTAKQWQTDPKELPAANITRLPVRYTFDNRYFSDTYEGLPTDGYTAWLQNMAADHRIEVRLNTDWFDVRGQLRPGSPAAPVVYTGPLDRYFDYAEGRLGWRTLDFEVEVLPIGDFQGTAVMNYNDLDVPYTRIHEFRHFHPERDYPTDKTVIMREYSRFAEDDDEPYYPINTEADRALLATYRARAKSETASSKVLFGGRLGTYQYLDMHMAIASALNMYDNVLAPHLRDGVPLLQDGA
Numbers without * were called inactive; ? = inconclusive; · = no result given; & = joins results of further samples; ! = repeats disagree.

SMILES	BioA inh	Rv3671c inh	GDH-TPI counter	FadD28 FP inh	BoNT-F LC inh	Mtb FBA inh	MazF activator	PrPC surface inh	Mtb UGM inh
COc1ccc(C(=O)NC(=S)NNC(=O)Cc2cccs2)cc1	-0.4	7	0	1.5	1	3	-2	4	0.8
COc1ccc(-c2csc(-c3cccnc3)n2)cc1C	2.5	-2	0	-3.4	-6	4	-6	-3	-2.6
O=C(c1ccccc1F)c1cc2c(cc1[N+](=O)[O-])OCCO2	-1.4	-3	-4	-15	-4	-4	5	-12	-1.7
Cc1ccc2nc3sc(C(=O)N4CCOCC4)c(N)c3cc2c1	1.3	-1	0	-4.2	3	4	6	-4	0.2
O=C(c1cc(F)ccc1F)C1CCCN(C(=O)CSc2ccccn2)C1 (stereo not given)	·	-1	3	-0.7	-1	-4	3	-2	2.9
O=C(Nc1ccc(O)c2c(=O)cc(-c3ccccc3Cl)oc12)c1ccc(F)cc1	-0.9	·	2	0.7	-6	1	37	-7	·
CCOC(=O)c1sc(NC(=O)Cc2ccc(F)cc2)nc1C	·	5	-1	-3.1	-4	-1	2	6	1.8
COc1ccc2oc(C(=O)Nc3nc4ccc(S(C)(=O)=O)cc4s3)c(C)c2c1	-1.9	-3	14	-1.6	1	8	-17	-1	-0.8
Cc1nc2nc(COc3ccccc3)[nH]n2c(=O)c1Cc1ccccc1	0.9	-7	2	-1.7	7	2	-3	1	1.8
COCCNC(=S)N1CCc2cc(OC)c(OC)cc2C1COc1cc(C)cc(C)c1 (stereo not given)	·	-5	8	0.0	-8	0	4	1	0.2
CCCCn1c(N)c(N(Cc2ccccc2OC)C(=O)C(C)Oc2cccc(Cl)c2)c(=O)[nH]c1=O (stereo not given)	-0.3	·	1	-1.5	0	0	-1	1	·
CC(=O)N1CCN(S(=O)(=O)c2ccc(F)c(Cl)c2)CC1	-0.8	8	7	-2.8	-5	2	5	2	1.1
CCS(=O)(=O)N1CCN=C1SCc1ccc(F)cc1	-0.3	-4	-2	-3.0	0	-3	5	-1	-0.9
O=S(=O)(NCCOc1ccc(F)cc1)c1ccc2c(c1)OCCO2	1.8	-6	6	-15	-15	4	-15	2	0.8
CC(=O)N1c2ccccc2C(C)(c2ccccc2)CC1(C)C (stereo not given)	1.3	-6	0	-0.1	8	4	2	·	0.6
O=C(C1CCN(S(=O)(=O)c2cccs2)CC1)N1CCN(c2ccccc2O)CC1	0.8	-7	4	-0.1	-4	1	3	-3	-0.9
CC(=O)O[C@]1(C(C)=O)CC[C@H]2[C@@H]3C=C(C)C4=CC(=O)CC[C@]4(C)[C@H]3CC[C@@]21C	51*!	5	15	-3.8	-4	0	5	-7	·
CCOC(=O)CCCN1CC(O)=C(c2nc3ccccc3s2)C1=N	·	-1	9	-2.4	-4	-3	6	3	-1.1
CC(=O)c1ccc(Cc2ncc(C(F)(F)F)cc2Cl)s1	·	4	11	-3.5	-14	0	2	1	0.0
O=C(Nc1nccs1)c1cccc(N2C(=O)c3cccc4c([N+](=O)[O-])ccc(c34)C2=O)c1	-2.5	1	18	-3.7	-3	1	-5	-2	0.9
O=Nc1c(O)[nH]c2ccc(F)cc12	·	11	5	-2.0	-2	6	7	-15	2.5
CSc1cnnc2ccccc12	·	·	25	-0.9	-8	1	3	-24	·
O=C(Nc1ccc(F)cc1F)C1CCN(C(=O)c2ccc(Br)cc2)CC1	·	5	9	-1.0	-8	-2	-4	5	-1.6
CC(C)(C)c1ccc(OCCNC(=O)Cc2ccc(F)cc2)cc1	·	3	-3	-2.9	0	-3	-5	9	0.6
O=C(c1ccc(Oc2ccc(C(F)(F)F)cc2[N+](=O)[O-])cc1)N1CCOCC1	·	-5	11	-1.1	-6	-3	-15	-26	0.1

Exported with values under each structure: part of the list above
Results follow in this order: BioA inh	Rv3671c inh	GDH-TPI counter	FadD28 FP inh	BoNT-F LC inh	Mtb FBA inh	MazF activator	PrPC surface inh	Mtb UGM inh
COc1ccc(-c2csc(-c3cccnc3)n2)cc1C
→ 2.5	-2	0	-3.4	-6	4	-6	-3	-2.6
O=C(Nc1nccs1)c1cccc(N2C(=O)c3cccc4c([N+](=O)[O-])ccc(c34)C2=O)c1
→ -2.5	1	18	-3.7	-3	1	-5	-2	0.9
CCOC(=O)CCCN1CC(O)=C(c2nc3ccccc3s2)C1=N
→ ·	-1	9	-2.4	-4	-3	6	3	-1.1

The main list resumes; the 4 compounds before the break are reprinted first.
SMILES	BioA inh	Rv3671c inh	GDH-TPI counter	FadD28 FP inh	BoNT-F LC inh	Mtb FBA inh	MazF activator	PrPC surface inh	Mtb UGM inh
CSc1cnnc2ccccc12	·	·	25	-0.9	-8	1	3	-24	·
O=C(Nc1ccc(F)cc1F)C1CCN(C(=O)c2ccc(Br)cc2)CC1	·	5	9	-1.0	-8	-2	-4	5	-1.6
CC(C)(C)c1ccc(OCCNC(=O)Cc2ccc(F)cc2)cc1	·	3	-3	-2.9	0	-3	-5	9	0.6
O=C(c1ccc(Oc2ccc(C(F)(F)F)cc2[N+](=O)[O-])cc1)N1CCOCC1	·	-5	11	-1.1	-6	-3	-15	-26	0.1
COCCNC(=O)CN(C(=O)Cn1nnc2ccccc21)c1cccc(C)c1C	28	2	1	1.9	1	5	7	9	-3.0
Cc1noc(/C=C/c2cccs2)c1S(=O)(=O)N1CCC(C(=O)NCCCN2CCC(C)CC2)CC1	·	-6	9	-7.2	-10	-2	17	-11	0.2
COc1ccccc1/C=C/C(=O)OCC(=O)NC1CCCCCC1	-0.4	-10	1	-2.6	-2	11	4	-5	-0.9
CCCOC(=O)C1[C@H]2C(=O)N(CC3CCCO3)C[C@]23C=C[C@H]1O3 (stereo not given in full)	0.1	0	4	-0.6	1	4	-6	-6	0.4
C[N+]12CCCCC1[C@@H](CO)CCC2 (stereo not given in full)	-2.4	0	5	-1.2	-6	6	-6	3	-1.3
O=C(COc1ccccc1)OCc1cc2ccccc2[nH]c1=O	·	-3	18	0.5	-15	3	5	-6	-1.7
CCCc1ccc(-c2cc(C(=O)NCCc3ccc(S(N)(=O)=O)cc3)c3ccccc3n2)cc1	·	-21	11	-1.2	4	17	4	4	-1.1
COc1ccc(-c2oc(=O)c3cc(OC)c(OC)cc3c2-c2ccc3c(c2)OCO3)cc1	-1.5	-7	-5	-0.3	-10	4	-11	-2	4.4
CC1CCCCN1S(=O)(=O)c1ccc2c(c1)oc(=O)n2CC(=O)O (stereo not given)	-1.3	9	-1	-4.6	-6	0	1	4	1.1
O=C(Nc1ccc(Cl)cc1)OC1CN2CCC1CC2 (stereo not given)	·	11	0	-4.0	?	-1	8	6	4.5
COC(=O)/C=C/c1c(C)nc(NCc2ccccc2)nc1Cl	-0.4	1	29	-2.3	8	12	-5	5	-0.3
C=CCN(CC=C)CC(O)Cn1c2ccccc2c2ccccc21 (stereo not given)	·	-6	2	1.4	-7	-4	-3	-2	-0.5
Cc1ccc(NC(=O)CCn2nc([N+](=O)[O-])cc2C)nc1	·	-2	5	0.6	-3	2	1	0	-2.8
CCC1CN(C(=O)N2CCC(C(=O)NCc3ccccc3OC)CC2)c2ccccc2O1 (stereo not given)	0.6	3	-2	-0.7	1	1	-26	9	-0.9
CCC(=O)N1CCc2cc(S(=O)(=O)CCC(=O)N3CCN(c4ccccc4F)CC3)ccc21	-1.0	-7	-6	-3.4	2	0	-16	5	-0.4
O=C(CCNS(=O)(=O)c1cccs1)N1CCc2ccccc2C1	0.8	4	8	-0.6	2	-1	2	0	0.2
Cc1c(C(=O)N(C)c2cccc(Cl)c2)cnn1-c1ccccc1	-2.8	-1	3	-2.9	7	-1	-17	0	0.8
O=C(Nc1nc2ccccc2[nH]1)C1CCCC1	·	-1	7	0.8	-7	4	6	6	4.6
COc1ccc(-c2cc(C(=O)Nc3cc(OC)c(OC)c(OC)c3)[nH]n2)c(C)c1	-0.2	·	15	-0.2	-2	1	·	5	·
COc1cccc(C2c3[nH]c4ccccc4c3C[C@H]3C(=O)N(CCCO)CC(=O)N23)c1OC (stereo not given in full)	-0.5	-4	6	0.2	-2	-1	13	-6	-1.1
CC1CCCCC1NC(=O)CN(C)S(=O)(=O)c1ccc2c(c1)CCC(=O)N2 (stereo not given)	4.2	5	8	-0.1	-4	0	0	-1	-1.6
Cc1noc(COc2ccc(OCc3nc(C)no3)cc2)n1	0.7	-3	1	-1.6	-33	-4	2	13	4.0
COc1cccc(OC)c1NC(=O)Cn1nc(C)c2ccccc2c1=O	0.4	0	-8	-2.0	-15	-1	11	-1	2.1
COc1ccc(S(=O)(=O)Nc2cc3c(cc2C(C)=O)OCO3)cc1	·	0	4	-0.2	3	9	6	1	0.7
C[C@H](CO)N1C[C@H](C)[C@@H](CN(C)S(=O)(=O)c2cn(C)cn2)Oc2ncc(Br)cc2C1=O	1.0&0.1	·	9	-0.5	-4	3	6	2	·

Further structures.
SMILES	BioA inh	Rv3671c inh	GDH-TPI counter	FadD28 FP inh	BoNT-F LC inh	Mtb FBA inh	MazF activator	PrPC surface inh	Mtb UGM inh
CC(=O)c1ccc(S(=O)(=O)Nc2cccc(-c3ccc(N4CCOCC4)nn3)c2)cc1	7.3	2	14	-1.6	14	4	-19	-2	·
Cn1c(SCc2ccc(Cl)cc2)nc(C(F)(F)F)cc1=O	-0.6	2	2	-2.9	-6	1	-3	-1	-3.0
CCn1c(-c2ccccc2Cl)nn(CC(=O)Nc2cc(Cl)ccc2Cl)c1=S	-0.4	-6	1	-3.0	9	4	-1	9	2.2
CC(=O)N1CCc2cc(S(=O)(=O)C(C)CC(=O)Nc3ccc(OC(F)(F)F)cc3)ccc21 (stereo not given)	-1.2	-6	-3	-6.0	-6	1	12	12	0.0
CC(C)(C)NC(=O)CSc1nnc(-c2ccccn2)n1Cc1ccccc1	2.9	1	6	-1.7	6	1	1	-1	0.7
NC(=S)Nc1nccc(-c2cccs2)n1	-0.1	-9	3	-0.9	-2	2	-19	2	-0.2
C=CCn1c(O)c(C(C)=Nc2ccc(NC(C)=O)cc2)c(=O)[nH]c1=O	-0.5	-3	19	-1.4	-8	2	-4	1	-1.1
CC(=O)Nc1ccc(S(=O)(=O)Nc2nc3cc4c(cc3nc2Cl)OCCO4)cc1	1.9	7	24	-1.5	1	62*	2	24	2.7
CC(=O)Nc1ccc(S(=O)(=O)NCC2CCC(C(=O)NCCC(C)C)CC2)cc1 (stereo not given)	-1.1	2	-4	-1.9	3	9	-22	-1	-0.8
Cc1ccc2c(Cl)c(C)c(N3CCOCC3)nc2n1	-0.1	·	18	1.8	16	3	-4	2	·
Nc1nc(F)nc2c1ncn2[C@@H]1O[C@H](CO)[C@@H](O)[C@H]1O	-1.0	-6	1	-0.4	0	3	6	45*	1.7
O=c1[nH]c2ccccc2c(O)c1SCCO	·	8	7	-0.7	-2	6	4	5	1.8
CC1=NNC(=O)C1CC(=O)N/N=C/c1ccc(C)o1 (stereo not given)	-0.5	2	23	-2.7	0	1	3	0	2.8
O=S(=O)(CCSc1ccc(C(F)(F)F)cn1)c1ccccc1	·	0	3	0.7	5	0	-4	4	-0.6
Cc1ccc(C)c(NC(=S)NC(=O)c2cncc(Br)c2)c1	2.8	7	8	-0.9	·	-3	-18	-3	0.4
CCN(CC)CCCNCC(=O)Nc1cc(C)on1	·	2	-2	0.4	-6	-2	8	4	0.8
O=C(Cc1ccc(NC(=O)C2CCN(C(=O)c3ccccc3)CC2)cc1)Nc1cccc(C(=O)N2CCCCC2)c1	0.6	·	-12	-3.4	-2	-2	-1	2	·
COC(=O)C(O)(c1ccc(NC(=S)NC(=O)c2ccc(Cl)cc2Cl)c(C)c1)C(F)(F)F (stereo not given)	-1.6	-28	10	-4.1	-6	-2	6	5	1.7
O=C(O)c1ccccc1C(=O)N1CCN(Cc2ccc3c(c2)OCO3)CC1	1.0	·	-5	·	-18	1	4	9	·
Cc1cc(Cl)ccc1OC(C)C(=O)Nc1cnn(CCCC(=O)O)c1 (stereo not given)	0.7	3	-11	-0.6	5	-2	5	5	-3.6
Cc1ccc2c(c1)c1nnc(SCC(=O)N3CCCc4ccccc43)nc1n2CC(=O)O	·	-8	6	-3.1	-1	-1	5	-4	0.7
O=C1CC(N2CCSCC2)C(=O)N1c1ccccc1 (stereo not given)	·	3	-2	-0.1	0	3	-1	-5	1.6
CCCCn1c(NC(=O)c2ccc(Br)o2)c(S(=O)(=O)c2ccccc2)c2nc3ccccc3nc21	0.9	-26	21	2.0	8	59*	-3	11	1.3

Source: PubChem BioAssay (several laboratories)
